TEAD-YAP inh – TEAD-YAP interaction inhibition; HEK-TIYL cells, TEAD-Gal4/YAP UAS-luciferase luminescence; inhibition, % at 9.12 µM; hit rate 1.4% among 640,000; AID 1259422; in the data active means inhibition above about 32%;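 further: 0% = median of test compound wells and 100% = reference inhibitor wells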
MITF primary – human MITF inhibition, primary screen. O75030. inhibition, % at 2.6 µM. hit rate 0.91% among 650,000. AlphaScreen MITF homodimerization, bead proximity signal; in the data active means inhibition above about 50%;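 further: 0% = vehicle wells with protein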
Target sequence (O75030 whole entry, looked up): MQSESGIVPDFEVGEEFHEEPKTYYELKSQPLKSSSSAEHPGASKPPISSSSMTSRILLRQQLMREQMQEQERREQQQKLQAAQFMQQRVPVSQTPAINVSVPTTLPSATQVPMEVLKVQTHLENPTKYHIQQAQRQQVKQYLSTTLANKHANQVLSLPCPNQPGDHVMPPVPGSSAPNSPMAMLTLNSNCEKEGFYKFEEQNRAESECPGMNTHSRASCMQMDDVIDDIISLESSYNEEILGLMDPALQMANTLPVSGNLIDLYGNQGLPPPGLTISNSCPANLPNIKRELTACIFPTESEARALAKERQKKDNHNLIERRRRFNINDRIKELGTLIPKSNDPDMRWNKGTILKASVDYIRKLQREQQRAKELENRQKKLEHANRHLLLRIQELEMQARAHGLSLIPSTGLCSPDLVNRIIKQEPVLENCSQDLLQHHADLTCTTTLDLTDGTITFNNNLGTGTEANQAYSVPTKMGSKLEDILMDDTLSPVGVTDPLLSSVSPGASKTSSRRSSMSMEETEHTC
GPR151 ag – human GPR151 activation; Q8TDV0; PathHunter beta-arrestin GPR151 cells, luminescence; activation, % at 11.2 µM; hit rate 1% among 650,000; AID 1508602; in the data active means activation above about 4.9%;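 further: 0% = median of compound wells and 100% = cells with positive control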
Target sequence (Q8TDV0 whole entry, looked up): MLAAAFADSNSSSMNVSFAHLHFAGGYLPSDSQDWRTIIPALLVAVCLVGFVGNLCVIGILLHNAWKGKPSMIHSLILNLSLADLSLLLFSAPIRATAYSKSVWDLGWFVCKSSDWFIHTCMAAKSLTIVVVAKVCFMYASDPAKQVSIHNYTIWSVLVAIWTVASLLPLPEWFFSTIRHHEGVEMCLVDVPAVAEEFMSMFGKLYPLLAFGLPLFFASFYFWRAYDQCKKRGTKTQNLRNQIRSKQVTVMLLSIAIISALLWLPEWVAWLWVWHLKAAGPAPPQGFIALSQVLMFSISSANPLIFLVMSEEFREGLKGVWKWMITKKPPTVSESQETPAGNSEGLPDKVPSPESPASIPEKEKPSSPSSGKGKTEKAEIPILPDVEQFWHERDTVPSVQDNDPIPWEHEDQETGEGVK
FBW7 activator – human FBW7 E3 ligase activation, primary screen. AlphaScreen FBW7–phospho-cyclin E peptide binding, activator screen. normalized activity (activation), % at 26.1 µM. hit rate 0.13% among 650,000. AID 1259310; in the data active means normalized activity above about 1.9%;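 further: purified mutant Fbw7 with reduced substrate affinity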
* marks the source's active call; other numbers are inactive results.

Screens by letter – A = TEAD-YAP inh; B = MITF primary; C = GPR151 ag; D = FBW7 activator
CCSc1nnc(-c2ccccc2N=Cc2c(C)[nH]n(-c3ccccc3)c2=O)c(=O)[nH]1
  A = -14	B = -8	C = 0.2	D = -0.2

Cc1c(C(=O)Nc2ccc(I)cc2)sc2ncn(Cc3ccccc3F)c(=O)c12
  A = 0	B = -3	C = -0.7	D = 0.0

COc1ccc(-n2nc3ccc(NC(=O)c4ccc(C(C)(C)C)cc4)cc3n2)cc1
  A = -10	B = 4	C = 0.3	D = -0.3

O=C(COc1ccc2ccc(=O)oc2c1)NC1CCS(=O)(=O)C1 (stereo not given)
  A = 2	B = 4	C = -1.1	D = 0.4

CCOC(=O)C1=CN(Cc2cccs2)C=C(C(=O)OCC)C1c1cccs1
  A = -15	B = -17	C = 0.2	D = 0.1

CC(C)Nc1ncnc2c1cnn2-c1ccc(Cl)cc1
  A = 56*	B = 18	C = 0.0	D = 0.5

COc1ccc(OC)c(CN2CCN(c3ccccc3OC)CC2)c1
  A = 3	B = 23	C = -1.2	D = 0.8

COc1cccc(NC(=O)CCC2CCN(C(=O)c3ccnn3C)CC2)c1
  A = -2	B = -6	C = 0.5	D = 0.1

COc1ccc(S(=O)(=O)N(CC(=O)N2CCOCC2)c2ccc(F)cc2)cc1OC
  A = 6	B = -5	C = 0.2	D = 0.0

O=[N+]([O-])c1ccc(S(=O)(=O)Nc2nc(-c3ccc(Cl)cc3)cs2)cc1
  A = 1	B = -2	C = -0.9	D = -0.1

CCN1C(=O)CC(CC(=O)N(Cc2ccccc2)CC2CC2)(c2ccccc2C)C1=O (stereo not given)
  A = -29	B = -4	C = 0.7	D = -0.1

CCC(C)C1N=C2c3ccccc3N=C(SCc3ccc(C(C)(C)C)cc3)N2C1=O (stereo not given)
  A = -5	B = -4	C = -0.6	D = -0.2

CCOc1ccc(C2C(C(N)=O)=C(C)Nc3nc(CCCO)nn32)cc1OC (stereo not given)
  A = 9	B = 9	C = -0.6	D = 0.1

Cc1nnsc1C(=O)NCc1nc(NC2CCCC2)c2cc(Cl)ccc2n1
  A = 8	B = 9	C = -0.7	D = 0.0

COc1ccc(CCc2nnc(CCC(=O)NCCc3ccco3)o2)cc1
  A = -12	B = 7	C = -2.0	D = 0.1

Single values from the results shown.
Reading of Cc1nnsc1C(=O)NCc1nc(NC2CCCC2)c2cc(Cl)ccc2n1 in GPR151 ag: -0.7
Reading of CCN1C(=O)CC(CC(=O)N(Cc2ccccc2)CC2CC2)(c2ccccc2C)C1=O (stereo not given) in FBW7 activator: -0.1
Reading of COc1ccc(CCc2nnc(CCC(=O)NCCc3ccco3)o2)cc1 in FBW7 activator: 0.1
Reading of COc1ccc(OC)c(CN2CCN(c3ccccc3OC)CC2)c1 in TEAD-YAP inh: 3
Reading of CCC(C)C1N=C2c3ccccc3N=C(SCc3ccc(C(C)(C)C)cc3)N2C1=O (stereo not given) in GPR151 ag: -0.6

(cont.)
Screens by letter – A = TEAD-YAP inh; B = MITF primary; C = GPR151 ag; D = FBW7 activator
Cc1ccc(CN2CCc3nnc(CNC(=O)c4ccccn4)n3CC2)cc1
  A = 11	B = 8	C = -0.9	D = 0.0

CCC1CCCCN1Cc1nc2c(c(=O)n(C)c(=O)n2C)n1Cc1ccc(F)cc1 (stereo not given)
  A = 1	B = 4	C = 0.9	D = 0.1

COc1ccc(-c2[nH]nc3nc(-c4cccc(OC)c4O)cc(C(=O)O)c23)cc1
  A = 5	B = -4	C = -0.4	D = 0.1

O=C(NCc1nnc(SCc2ccccc2Cl)o1)c1ccccc1
  A = -6	B = -7	C = -0.7	D = 0.1

Fc1cccc(-c2nn3c(Cc4ccccc4)nnc3s2)c1
  A = -6	B = -3	C = -1.6	D = 0.1

CC(C)CC(=O)NCCCS(=O)(=O)N1CCN(c2ncccn2)CC1
  A = -3	B = 20	C = -1.7	D = 0.0

COc1cc(Nc2nc(N3CCN(Cc4ccc5c(c4)OCO5)CC3)nc3c2ncn3-c2ccsc2)cc(OC)c1OC
  A = 1	B = 13	C = -0.8	D = 0.0

CCOC(=O)C1=C(C)N=c2s/c(=C\c3cccnc3)c(=O)n2C1c1ccc(OC)c(OC)c1 (stereo not given)
  A = 4	B = -16	C = 1.8	D = 0.0

CCCCCOC(=O)C1=C(C)NC2=C(C(=O)CC(C)(C)C2)C1c1ccc(OC)c(OC)c1 (stereo not given)
  A = 5	B = -7	C = 1.1	D = -0.1

COc1cc2cc(CN(CCO)C(=O)C(F)(F)F)c(=O)[nH]c2cc1OC
  A = -2	B = 4	C = -0.2	D = -0.1

COc1cc(/C=N/NC(=O)CNC(=O)c2ccc(Cl)cc2)ccc1O
  A = -7	B = 13	C = -1.0	D = -0.1

O=C(/C=C/c1ccc2nccnc2c1)c1cccs1
  A = 0	B = 6	C = 0.0	D = 0.1

COc1ccc2c(c1)-c1c(ssc1=Nc1ccc(S(=O)(=O)Nc3nccs3)cc1)C(C)(C)N2
  A = -4	B = 20	C = -1.9	D = 1.1

CCCCOc1ccc(C(=O)Nc2nc3ccc4nc(C)sc4c3s2)cc1
  A = 0	B = 18	C = 0.3	D = 0.6

O=C1OC(c2ccc(Br)o2)=N/C1=C/c1cc(Br)cs1
  A = -5	B = -2	C = -1.0	D = -0.1

CCCc1cc(=O)oc2c(C)c(OC(C)C(C)=O)ccc12 (stereo not given)
  A = -10	B = -7	C = 1.8	D = -0.1

O=C(Cc1ccccc1)NC1CCCCCCCCCCC1
  A = 5	B = -7	C = 3.6	D = -0.1

O=C(CSc1nc2ccsc2c(=O)n1C1CC1)c1ccc(F)cc1
  A = -2	B = 7	C = -0.3	D = 0.1

O=C1N[C@@H](COCc2ccccc2)C(=O)N2CCN(Cc3cccc4cccnc34)C[C@H]12
  A = 2	B = -6	C = 0.0	D = -0.3

CC(C)c1ccc(NC(=O)c2cc(S(=O)(=O)NCc3ccccc3Cl)ccc2F)cc1
  A = 3	B = -1	C = 0.5	D = 0.4

CCC(C)N1C(=O)/C(=C/c2c(NCCOC)nc3ccc(C)cn3c2=O)SC1=S (stereo not given)
  A = 6	B = 22	C = -0.4	D = 0.0

COc1ccc2cc(C3(C)NC(=O)N(CC(=O)NCCC4=CCCCC4)C3=O)ccc2c1 (stereo not given)
  A = 19	B = -1	C = 0.5	D = -0.1

O=c1c2sccc2nc(SCc2nc3ccccc3[nH]2)n1-c1ccc(F)cc1
  A = -8	B = 0	C = 0.4	D = -0.1

CCC1CCCCN1C(=O)CSc1nnc(CSc2ncccn2)n1C (stereo not given)
  A = 7	B = 9	C = -0.6	D = -0.1

CCN(CC)CCNc1nc2c(c(=O)[nH]c(=O)n2C)n1CC(O)COc1ccccc1 (stereo not given)
  A = 8	B = 1	C = 0.8	D = 0.1

O=c1[nH]c(=S)[nH]c2c1CCC2
  A = -2	B = -1	C = 0.1	D = -0.3

Cc1ccc(-c2cc(C(F)(F)F)n3ncc(C(=O)N4CCc5ccccc5C4)c3n2)cc1
  A = 12	B = 22	C = 1.6	D = 0.3

CC(C)COc1ccc(C(=O)NCCc2c[nH]c3ccccc23)cc1
  A = -10	B = 0	C = 0.3	D = -0.1

CC(C)(C)c1[nH]nc2c1C(c1ccccc1Cl)C(C#N)=C(N)O2 (stereo not given)
  A = 20	B = 5	C = 2.2	D = -0.1

Cc1cccc(NC(=O)COC(=O)CCCC2=NS(=O)(=O)c3ccccc3N2)c1
  A = 6	B = -3	C = -1.0	D = 0.5

C=CCON/C(CCC)=C1\C(=O)CC(C)(C)CC1=NC
  A = 5	B = -10	C = 0.0	D = 0.7

COc1ccc(NC(=O)c2ccccc2C(=O)O)cc1S(=O)(=O)N1CCOCC1
  A = 6	B = 4	C = 0.3	D = 0.1

CCOC(=O)c1ccc(-n2c(C)cc(/C=C3/SC(=Nc4ccccc4)NC3=O)c2C)cc1
  A = -12	B = 17	C = 0.0	D = 0.6

CCCCN(C(=O)c1ccccc1)C1CC2CCC(C1)N2C (stereo not given)
  A = 0	B = -4	C = -1.1	D = 0.0

Cc1cc(Cn2nnc(-c3ccccc3)n2)cc(C)c1O
  A = -19	B = -3	C = 1.2	D = -0.1

COc1ccc(Nc2nnc(SCC(=O)Nc3ccc4c(c3)OCCO4)s2)cc1
  A = -28	B = -4	C = -1.1	D = -0.1

COc1ccc(CN2CCN(Cc3ccc(O)c(OC)c3)CC2CCO)c(F)c1 (stereo not given)
  A = 2	B = -4	C = -1.1	D = -0.1

Cc1ccc(CN(CC(=O)N2CCOCC2)S(=O)(=O)c2c(C)cc(C)cc2C)cc1
  A = -1	B = 1	C = 0.1	D = -0.2

Cc1cc(C)n(-c2n[nH]c(C)c2[N+](=O)[O-])n1
  A = -7	B = 0	C = 0.5	D = 0.2

Cc1ccc(N2CCN(C(=O)c3cccn4c(=O)c5ccccc5nc34)CC2C)cc1 (stereo not given)
  A = -8	B = 10	C = -0.9	D = 0.2

CC(C)(C)NC(=O)COc1ccc(CNn2nnnc2N)cc1
  A = -8	B = -10	C = 0.7	D = -0.3

Cc1ccc(CNc2nc(NCc3ccccc3)c3cnn(C)c3n2)cc1
  A = -13	B = 2	C = -1.3	D = 0.0

Nc1ccccc1C(=O)NCc1ccc(F)cc1
  A = 17	B = -12	C = 2.3	D = 0.0

O=C(CSc1nnc(-c2cccnc2)n1Cc1ccccc1)Nc1nccs1
  A = 1	B = 5	C = 1.1	D = -0.1

CCC(C)c1ccc(N2CC(C(=O)Nc3ccc(NC(C)=O)cc3)CC2=O)cc1 (stereo not given)
  A = 6	B = 0	C = -0.6	D = 0.3

An excerpt from above, reduced to MITF primary and GPR151 ag:
canonical_smiles	MITF primary	GPR151 ag
COc1ccc(NC(=O)c2ccccc2C(=O)O)cc1S(=O)(=O)N1CCOCC1	4	0.3
CCOC(=O)c1ccc(-n2c(C)cc(/C=C3/SC(=Nc4ccccc4)NC3=O)c2C)cc1	17	0.0
CCCCN(C(=O)c1ccccc1)C1CC2CCC(C1)N2C (stereo not given)	-4	-1.1
Cc1cc(Cn2nnc(-c3ccccc3)n2)cc(C)c1O	-3	1.2

Compound profiles, from the list above.
Shown for COc1ccc(NC(=O)c2ccccc2C(=O)O)cc1S(=O)(=O)N1CCOCC1 = TEAD-YAP inh: 6; MITF primary: 4; GPR151 ag: 0.3; FBW7 activator: 0.1
Shown for Cc1cc(Cn2nnc(-c3ccccc3)n2)cc(C)c1O = TEAD-YAP inh: -19; MITF primary: -3; GPR151 ag: 1.2; FBW7 activator: -0.1

Some of the entries above in another layout.
> Cc1ccc(N2CCN(C(=O)c3cccn4c(=O)c5ccccc5nc34)CC2C)cc1 (stereo not given)
  TEAD-YAP inh: -8
  MITF primary: 10
  GPR151 ag: -0.9
  FBW7 activator: 0.2

> CCCCN(C(=O)c1ccccc1)C1CC2CCC(C1)N2C (stereo not given)
  TEAD-YAP inh: 0
  MITF primary: -4
  GPR151 ag: -1.1
  FBW7 activator: 0.0

Other structures follow:
Screens by letter – A = TEAD-YAP inh; B = MITF primary; C = GPR151 ag; D = FBW7 activator
CC(NC(=O)c1ccc(S(=O)(=O)N2CCCCC2)cc1)C12CC3CC(CC(C3)C1)C2 (stereo not given)
  A = -1	B = -11	C = -0.1	D = 0.0

C=CCOC(=O)c1ccc2c(c1)C(=O)N(c1cccc3ccccc13)C2=O
  A = 3	B = 17	C = 0.6	D = -0.5

COc1ccc(NC(=O)Cn2nnc(-c3ccccc3Cl)n2)cc1S(N)(=O)=O
  A = 6	B = -7	C = -1.0	D = 0.0

Cc1cc(S(=O)(=O)N2CCCCC2CCNC(=O)Nc2ccccc2)ccc1F (stereo not given)
  A = 16	B = -4	C = 0.7	D = -0.1

Cc1ccc2c(c1)N(CC#N)C(=O)CO2
  A = 0	B = 1	C = -0.5	D = -0.2

Cc1nc(N2CCCC(C(=O)N3CCC[C@H]3CO)C2)nc2cc(S(C)(=O)=O)ccc12 (stereo not given in full)
  A = -4	B = -9	C = 2.0	D = 0.0

CC1(C)C(=O)OC(C(=O)c2ccc(Cl)cc2)C(C)(C)C1=O (stereo not given)
  A = 3	B = 6	C = -0.6	D = 0.0

COc1cc(N=C2C(=O)Nc3ccccc32)cc(OC)c1OC
  A = 5	B = 6	C = 0.0	D = -0.1

N#C/C(=C\c1ccc[nH]1)c1nnc2n1CCCCC2
  A = 2	B = -10	C = 0.2	D = 0.2

CCOC(=O)c1ccc(Nc2nnc(Cc3ccccc3)c(=O)[nH]2)cc1
  A = 12	B = 0	C = 1.3	D = -0.1

O=C(Nc1ccc(N2CCOCC2)cc1)c1ccnc(Nc2ccc(N3CCOCC3)cc2)c1
  A = -4	B = 9	C = -0.4	D = -0.1

COc1ccc(S(=O)(=O)/N=C2/NC(=O)/C(=C\c3ccco3)S2)cc1
  A = 6	B = 14	C = 7.4*	D = 0.1

CCOC(=O)/C(=C/c1c(F)cccc1Cl)NC(=O)/C=C/c1cccc(Cl)c1Cl
  A = 0	B = -6	C = 2.6	D = 0.0

COc1ccc(C(=O)NC2CCCCC2C)c(OC)c1OC (stereo not given)
  A = 2	B = 0	C = 0.2	D = 0.5

Cc1cc(C)n2c(=O)c3ccccc3nc2c1C#N
  A = 5	B = -5	C = 1.8	D = 0.2

O=C(CCNS(=O)(=O)c1ccc(Br)cc1)NCCCN1CCCCC1
  A = -4	B = 3	C = -0.4	D = 0.1

O=c1c2ccccc2nc(SCc2ccc(F)cc2Cl)n1CCCN1CCN(c2cccc(Cl)c2)CC1
  A = 0	B = 17	C = -0.1	D = -0.1

CC(NC(=O)C(C(=O)c1ccc(F)cc1)n1ccccc1=O)c1ccccc1 (stereo not given)
  A = -10	B = 18	C = -0.9	D = 1.1

Cc1cccc(NC(=O)c2cc([N+](=O)[O-])ccc2N2CCN(C)CC2)c1
  A = 1	B = 7	C = -0.4	D = 0.1

COc1ccc(Nc2ncnc3ccc(Br)cc23)cc1
  A = 33*	B = -6	C = -0.8	D = 0.2
